rmGlu8 calcium flux = rat mGlu8 modulation via Gqi9 calcium signal, confirmation, counter-screen for GIRK activator project, cell-based, HEK293 rmGlu8, Gqi9 chimera; HEK293 rmGlu8/Gqi9 calcium flux, Fluo-4 fluorescence; glutamate at EC20 added after compound; calls only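 (single compound addition from 20 µM solution with 0.2% DMSO)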; 4% of 2,100 active; AID 623869;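 active means calcium fluorescence trace judged by eye to show a response, as agonist, enhancer of the glutamate response, or inhibitor; inactive means trace judged by eye to show no response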
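System – HEK-293 cells stably expressing rat mGlu8, plus transient chimeric Gqi9 · Medium – HEPES-buffered HBSS, pH 7.4 · Also added – EC20 glutamate · Compound – one dose, 20 µM addition solution, 0.2% DMSO · Times – compound 4 min before glutamate, then 2 min recording · Measured by – Fluo-4 calcium fluorescence sampled at 1 Hz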
Calls only; i = inactive.

SMILES	rmGlu8 calcium flux
CCN(CC)S(=O)(=O)c1csc(C(=O)NCc2ccccc2)c1	i
Fc1ccc2nc(Nc3nc4c(F)cc(F)cc4s3)sc2c1	i
N=c1c2c(ncn1CCN1CCOCC1)Oc1ccc3ccccc3c1C2c1ccccc1 (stereo not drawn)	i
CC(C)NC(=O)/C(=C/c1ccco1)c1ccccc1	i
CCN(CC)c1ccc2cc(-c3nc4ccccc4[nH]3)c(=O)oc2c1	i
O=C(Nc1cc(Cl)ccc1Oc1ccccc1)c1ccccc1F	i
Cc1cccc2c(=O)cc(C)n(CC(=O)N3CCCCC3)c12	i
CCCCn1c(SCC(=O)/C(C#N)=C(\C)N)nc2ccccc2c1=O	i
COCCNC(=O)CN1C(=O)CSc2ncccc21	i
CN(CCC#N)C(=O)CSc1ncnc2sc(-c3ccccc3)cc12	i
S=c1[nH]c2cc(Cl)ccc2s1	i
CCOC(=O)N1CCN(C(=O)c2oc3ccc(S(=O)(=O)N4CC(C)CC(C)C4)cc3c2C)CC1 (stereo not drawn)	i
Cc1ccc(CNC(=O)Cc2csc(Nc3nc(=S)[nH]c4ccccc34)n2)cc1	i
O=C(COc1ccccc1)NC(=S)N1CCc2ccccc21	i
COc1cccc(C(=O)NCc2cn3ccsc3n2)c1	i
O=C(Nc1nc(=O)c2ccccc2s1)c1ccc(Cl)cc1	i
CCCCCCn1cnc2c(c1=O)c1nc3ccccc3nc1n2/N=C/c1ccco1	i
CCn1c(SCC(N)=O)nc2c(c1=O)C1(CCCC1)Cc1ccccc1-2	i
CCOC(=O)c1ccccc1NC(=O)CSc1nnc(COc2ccccc2)n1CC	i

Of the compounds above, these have a thiophene ring, fused or not.
SMILES	rmGlu8 calcium flux
CCN(CC)S(=O)(=O)c1csc(C(=O)NCc2ccccc2)c1	i
CN(CCC#N)C(=O)CSc1ncnc2sc(-c3ccccc3)cc12	i

Ordered by heavy-atom count (descending): some entries from above.
SMILES	rmGlu8 calcium flux
CCCCCCn1cnc2c(c1=O)c1nc3ccccc3nc1n2/N=C/c1ccco1	i
Cc1ccc(CNC(=O)Cc2csc(Nc3nc(=S)[nH]c4ccccc34)n2)cc1	i
CCN(CC)c1ccc2cc(-c3nc4ccccc4[nH]3)c(=O)oc2c1	i
O=C(Nc1cc(Cl)ccc1Oc1ccccc1)c1ccccc1F	i
O=C(COc1ccccc1)NC(=S)N1CCc2ccccc21	i
O=C(Nc1nc(=O)c2ccccc2s1)c1ccc(Cl)cc1	i
COc1cccc(C(=O)NCc2cn3ccsc3n2)c1	i

Compound activity deposited in PubChem BioAssay by Vanderbilt High Throughput Screening Facility.

A portion of the library; the hit share may differ from the screen's.
